VIM-2 inhibitor: VIM-2 metallo-beta-lactamase inhibitors, primary screen, biochemical, epi-absorbance readout, Pseudomonas aeruginosa enzyme; inhibition, % at 5.6 µM; hit rate 0.89% among 290,000; purified VIM-2, nitrocefin hydrolysis, epi-absorbance fluorescence; AID 1527, 2009;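 active means inhibition above the mean of all tested compounds plus 3 SD, cutoff set per screening run, cut at about 7.5% in these data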;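 further: red hydrolysis product quenches plate fluorescence so inhibitors raise well fluorescence; 0% = enzyme with DMSO and 100% = DMSO without enzyme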
SUMO HTRF inh: inhibitors of in vitro SUMOylation cascade, primary screen, biochemical, HTRF, uHTS | SUMO-conjugating enzyme UBC9 (Homo sapiens), P63279 | HTRF SUMOylation assay, SAE1/SAE2 + UBC9 | inhibition, % at 35 µM | hit rate 0.36% among 290,000 | AID 2006, 2009; in the data active means inhibition above about 50%, passing the limit was not always enough; further: strong numbers were not always called active
Target sequence (P63279 whole entry, looked up): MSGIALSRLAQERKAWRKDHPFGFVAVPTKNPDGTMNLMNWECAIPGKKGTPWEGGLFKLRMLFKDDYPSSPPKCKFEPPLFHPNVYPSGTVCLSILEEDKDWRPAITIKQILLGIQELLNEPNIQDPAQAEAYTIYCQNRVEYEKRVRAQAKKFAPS
NS3 helicase inh: inhibitors of HCV NS3 helicase, primary screen, biochemical, Cy5 molecular beacon fluorescence; Hepatitis C virus NS3 helicase; NS3 helicase DNA unwinding; inhibition, % at 10.9 µM; hit rate 0.56% among 290,000;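 active means inhibition above the mean of all tested compounds plus 3 SD, set per campaign, cut at about 35% in these data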;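 further: 0% = DMSO wells and 100% = thioflavine S control wells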
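assay system = NS3 helicase fragment of HCV | buffer or medium = MOPS pH 6.5, MgCl2, DTT, Tween20, BSA | timing = 60 min unwinding reaction at 25 °C after ATP addition | signal = Cy5 beacon fluorescence read at start and 1 h | read-out basis = % inhibition of unwinding | control set = low DMSO, high thioflavine S at 110 µM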
IDE cell activ: human IDE activators in live cells, primary screen, fluorescence polarization, HEK cells, FAbeta-B substrate; Insulin-degrading enzyme (Homo sapiens), P14735; activation, % at 5.96 µM; FAbeta-B cleavage; 0% vehicle, 100% cell-free pure enzyme wells; hit rate 0.073% among 340,000;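 active means activation above the mean of all tested compounds plus 3 SD, set per screening campaign, cut at about 17% in these data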
PfM18AAP inh: PfM18AAP inhibitors, malaria aminopeptidase, primary screen, biochemical, QFRET, recombinant enzyme. M18 aspartyl aminopeptidase (Plasmodium falciparum 3D7). H-Glu-NHMec fluorogenic cleavage. inhibition, % at 7.35 µM. hit rate 1.2% among 290,000;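 active means inhibition above the campaign mean inhibition over all tested compounds plus 3 SD, cut at about 28% in these data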;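 further: 0% = plate median of test compound wells and 100% = 2 mM ZnCl2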
IMP-1 inh: IMP-1 metallo-beta-lactamase inhibitors, primary screen, biochemical, epi-absorbance readout, Pseudomonas aeruginosa enzyme | metallo-beta-lactamase IMP-1 (Pseudomonas aeruginosa) | purified IMP-1, nitrocefin hydrolysis, epi-absorbance fluorescence | inhibition, % at 5.6 µM | hit rate 0.45% among 290,000 | AID 1556, 2009;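 active means inhibition above the mean plus 3 SD of all compounds in the same screening run, cut at about 4.5% in these data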;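 further: 0% = IMP-1 with DMSO and 100% = DMSO wells lacking enzyme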
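System: purified IMP-1; amount: IMP-1 0.2 nM before substrate addition; compound: single dose, 5.6 µM; times: 25 °C, 15 min preincubation, 25 min reaction; signal: Epi-absorbance via hydrolysed-nitrocefin quenching of white-plate fluorescence, 480/530 nm, EDTA stop; benchmarks: DMSO with and without IMP-1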
p-CIP stab down: p/CIP-EGFP fusion destabilizers, primary screen, fluorescence, F442A cells; decrease of EGFP signal, % at 10 µM; hit rate 0.01% among 290,000; Q05BA5; 16 h;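 active means EGFP signal decrease of at least 30% at 10 µM or well 3 SD below plate mean, unless failing retest; inactive means the rest, including hits failing retest or dose response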; further: some compounds called inactive have numbers as strong as hits; many of its hits are not listed in these tables
IDE inh: human IDE inhibitors in live cells, primary screen, fluorescence polarization, HEK cells, FAbetaB substrate. FAbetaB cleavage. inhibition, % at 5.59 µM. hit rate 0.41% among 320,000. AID 434962, 2010;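 active means percent inhibition above the average of all tested compounds plus 3 SD, set per screening campaign, cut at about 16% in these data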;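 further: IDE supplied by intact live HEK cells; FP after avidin binding of uncleaved biotin substrate so inhibition keeps polarization high; 0% = DMSO wells and 100% = 60 µM reference IDE inhibitor Ii1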
DNA FID counter: compounds displacing fluorescent DNA intercalator, primary screen, artefact control for HCV NS3 helicase inhibitor project, biochemical, FID fluorescence; inhibition, % at 7.9 µM; DNA fluorescent intercalator displacement; hit rate 0.17% among 290,000; in the data active means inhibition above about 37%;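 further: 0% = vehicle and 100% = reference compound; higher means more ethidium bromide displaced from hairpin DNA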
Numbers without * were called inactive; nt = no result given.

SMILES	VIM-2 inhibitor	SUMO HTRF inh	NS3 helicase inh	IDE cell activ	PfM18AAP inh	IMP-1 inh	p-CIP stab down	IDE inh	DNA FID counter
COC(=O)c1cccc(C23CC4(C2)[C@H](CN(Cc2cccnc2)[C@@H]4c2ccccc2)C3c2ccc(Cl)nc2)c1 (stereo partly specified)	nt	-8	nt	3	nt	nt	-5	3	nt
COc1ccc(Cl)cc1N=Cc1c(O)c2ccccc2oc1=O	-0.9	24	5	0	6	0.2	5	-1	2
COc1ccc(CNc2oc(C)nc2C#N)cc1	-1.4	-28	8	3	-1	-3.9	1	2	0
CC(=O)N1CCN(c2ccccc2NC(=O)c2ccco2)CC1	-4.1	8	3	5	4	-2.3	-13	-1	-14
CCCc1ccc(-c2ccc(/C=C/C(=O)O)cc2)nc1	-2.0	4	3	3	9	-0.8	4	-4	-18
CC(CC(=O)Nc1nc2ccccc2[nH]1)c1ccccc1 (stereo unspecified)	-3.8	15	31	-3	-1	-3.3	7	3	-15
CC(=O)N(\C=C/C=C/C=C1\Sc2ccccc2C1=O)c1ccccc1	-0.5	69*	14	-6	8	-1.3	-9	10	-9
O=C(Nc1cccc(C(=O)O)c1)/C(=C/c1ccc([N+](=O)[O-])cc1)NC(=O)c1ccccc1	-1.7	7	5	5	7	-1.1	-8	4	-8
CCn1c(SCC(=O)NCc2ccc3c(c2)OCO3)nnc1-c1c[nH]c2ccccc12	2.2	-25	5	1	5	-2.2	0	2	-30
O=C(CSc1nnc(-c2ccco2)n1-c1ccccc1)NCC1CCCO1 (stereo unspecified)	-2.5	7	3	-3	-1	-2.9	-8	5	-17
O=C(CSc1nnnn1C1CCCCC1)N1CCN(C(=O)c2ccco2)CC1	0.2	-4	-6	-2	4	-1.7	-18	8	-29
CC1CCCCN1S(=O)(=O)c1ccc(S(=O)(=O)N(Cc2ccccc2)Cc2ccco2)cc1 (stereo unspecified)	-0.9	0	5	-1	0	0.0	8	0	-7
COc1cccc(CN(C)CC(=O)NCc2ccc(C)cc2)c1	1.6	7	0	1	2	-1.5	0	-2	-2
CC(C)(C)NC(=O)NC(=O)COC(=O)c1cccc(F)c1	-0.6	-1	-2	-2	1	-2.9	-4	2	-6
O=C(CCCc1ccccc1)N1CCN(C2CCCCC2)CC1	-0.4	10	7	1	-1	-3.5	-1	-7	-1
O=C(NCCC1=CCCCC1)C(=O)NCC(c1ccco1)N1CCN(c2ccccc2)CC1 (stereo unspecified)	-1.1	-2	-4	5	0	-1.2	-6	-2	-1
COc1cc2c(cc1O)C(Cc1ccc(O)cc1)[N+](C)([O-])CC2 (stereo unspecified)	nt	7	nt	2	nt	nt	0	7	nt
CCOC(=O)c1sc(NC(=O)c2cc3n(n2)C(C(F)(F)F)CC(c2ccccc2)N3)c(C(=O)OCC)c1C (stereo unspecified)	-1.4	18	1	3	0	-2.2	-6	-2	-6
CCn1c(=O)n(CC)c2cc(N3CCCC3)c(NC(=O)c3ccccc3OC)cc21	-1.3	-7	4	0	20	-3.6	-14	4	-33
Cc1ccc(C)c(SCC(=O)OCC(=O)c2ccco2)c1	-0.9	12	6	-3	-2	-1.9	5	0	-11
COCCCN1C(=O)C(O)=C(C(C)=O)C1c1ccccn1 (stereo unspecified)	-3.0	-3	-1	0	5	-7.4	6	5	10
O=C(Nc1ccon1)c1ccc(N2CCCCC2)c([N+](=O)[O-])c1	-2.9	7	5	-2	-5	-2.5	0	-3	-2
O=C(Nc1nnc(Cc2ccc(Cl)cc2)s1)C1CCCO1 (stereo unspecified)	-0.5	-2	0	1	4	-1.2	-13	5	-17
CCCCNC(=O)CCC(=O)Nc1ccc2nc(N3CCN(C)CC3)cc(C)c2c1	-2.1	3	1	4	3	-3.1	6	-1	5
CC(=O)N1CCc2cc(S(=O)(=O)CCC(=O)N3CCc4ccccc4C3)ccc21	-1.4	-4	-3	6	2	1.5	13	0	-9
COc1cc(O)c(C(CCN2CCCC2)c2ccc3c(c2)OCO3)c(OC)c1 (stereo unspecified)	nt	4	nt	5	nt	nt	1	-1	nt
c1ccc(CCSc2ncnc3nc[nH]c23)cc1	-3.6	-2	-6	-1	0	-2.1	1	2	-7
O=C(COC(=O)c1cc(F)cc(F)c1)NCCCc1ccccc1	-3.0	0	-14	0	-1	-0.8	-14	4	-19
CN(C)S(=O)(=O)c1cccc(NC(=O)c2ccc3nccnc3c2)c1	-1.2	2	-12	-2	-7	-3.3	-13	1	-4
N/C(=N\OC(=O)c1ccco1)c1ccccc1	-2.4	-38	4	-3	1	-2.5	1	-3	1

Rewritten field by field: 2 of the compounds above
O=C(NCCC1=CCCCC1)C(=O)NCC(c1ccco1)N1CCN(c2ccccc2)CC1 (stereo unspecified)
  VIM-2 inhibitor: -1.1 | SUMO HTRF inh: -2 | NS3 helicase inh: -4 | IDE cell activ: 5 | PfM18AAP inh: 0 | IMP-1 inh: -1.2 | p-CIP stab down: -6 | IDE inh: -2 | DNA FID counter: -1

COc1cc2c(cc1O)C(Cc1ccc(O)cc1)[N+](C)([O-])CC2 (stereo unspecified)
  VIM-2 inhibitor: nt | SUMO HTRF inh: 7 | NS3 helicase inh: nt | IDE cell activ: 2 | PfM18AAP inh: nt | IMP-1 inh: nt | p-CIP stab down: 0 | IDE inh: 7 | DNA FID counter: nt

(next part)
SMILES	VIM-2 inhibitor	SUMO HTRF inh	NS3 helicase inh	IDE cell activ	PfM18AAP inh	IMP-1 inh	p-CIP stab down	IDE inh	DNA FID counter
O=C(CNC(=S)N(CCCN1CCOCC1)Cc1cccs1)N1CCCCCC1	-3.4	4	-14	4	-4	-1.3	10	-2	1
COC(=O)Cn1c(=NC(=O)CSCC(=O)Nc2cc(C)on2)sc2ccccc21	nt	-6	nt	-1	nt	nt	-4	-2	nt
NC(=O)c1cc2ccccc2o/c1=N\NC(=O)c1ccccc1O	-0.8	-12	-3	2	15	-1.7	0	3	-12
CCN(CC)S(=O)(=O)c1ccc(C)c(NC(=O)CSc2nc3ccc(C)cc3[nH]2)c1	0.2	-2	1	2	5	-3.8	-3	0	-6
COc1cccc(NC(=O)Nc2ccc3c(c2)nnn3C)c1	-2.4	1	2	4	-6	-3.9	-19	-1	-4
Cn1c(=N)n(CC(O)c2ccco2)c2ccccc21 (stereo unspecified)	-1.1	-10	10	-2	-9	-4.2	-3	0	1
CNC(=O)c1c(NC(=O)C2=COCCO2)sc2c1CCC(C)C2 (stereo unspecified)	0.3	7	-12	3	4	-2.0	-11	-7	-12
CCOCCCNCC(=O)NCC1CCCCC1	-3.8	0	2	1	1	-4.1	4	-1	7
O=c1[nH][nH]c(C(F)(F)F)c1/C=N/N1CCOCC1	-1.1	16	-6	1	-6	-3.6	-12	1	1
Cc1ccc(-c2cc(C(=O)Nc3nn[nH]n3)c3ccccc3n2)cc1	-0.7	-21	2	8	3	-0.9	0	1	-3
COc1cc(/C=N/Nc2nc(Nc3ccccc3)nc(N3CCCCC3)n2)ccc1OCC(=O)O	-7.2	26	-15	-5	5	-4.3	-1	1	-11
C=CCSc1nc(C)cc(C(=O)OCC)c1C#N	-1.5	23	4	2	-5	-1.6	-4	0	-10
CCNc1sc(S(C)(=O)=O)nc1S(=O)(=O)c1ccc(Cl)cc1	-2.1	18	-9	7	3	-1.8	-11	-4	-8
CCCOc1ccc(N/C=C/C(=O)c2cc(OC)c(OC)c(OC)c2)cc1	-2.2	3	-13	0	-13	-3.8	-7	4	-23
C=CCNc1ncnc2sc(SC)nc12	-0.3	12	-1	0	-4	-2.2	3	3	-3

Compounds listed so far with an NH in an aromatic ring:
SMILES	VIM-2 inhibitor	SUMO HTRF inh	NS3 helicase inh	IDE cell activ	PfM18AAP inh	IMP-1 inh	p-CIP stab down	IDE inh	DNA FID counter
CC(CC(=O)Nc1nc2ccccc2[nH]1)c1ccccc1 (stereo unspecified)	-3.8	15	31	-3	-1	-3.3	7	3	-15
CCn1c(SCC(=O)NCc2ccc3c(c2)OCO3)nnc1-c1c[nH]c2ccccc12	2.2	-25	5	1	5	-2.2	0	2	-30
c1ccc(CCSc2ncnc3nc[nH]c23)cc1	-3.6	-2	-6	-1	0	-2.1	1	2	-7
CCN(CC)S(=O)(=O)c1ccc(C)c(NC(=O)CSc2nc3ccc(C)cc3[nH]2)c1	0.2	-2	1	2	5	-3.8	-3	0	-6
O=c1[nH][nH]c(C(F)(F)F)c1/C=N/N1CCOCC1	-1.1	16	-6	1	-6	-3.6	-12	1	1
Cc1ccc(-c2cc(C(=O)Nc3nn[nH]n3)c3ccccc3n2)cc1	-0.7	-21	2	8	3	-0.9	0	1	-3

(more compounds)
SMILES	VIM-2 inhibitor	SUMO HTRF inh	NS3 helicase inh	IDE cell activ	PfM18AAP inh	IMP-1 inh	p-CIP stab down	IDE inh	DNA FID counter
CCNC(=S)NNC(=O)c1ccccc1OC(F)F	-2.0	-7	6	1	0	-2.5	1	5	3
CCCc1cc(=O)oc2c(C)c(OCC(=O)NCc3ccccn3)ccc12	-0.3	-3	0	5	2	-4.4	8	1	-34
CC(C)C(=O)Nc1sc2c(c1-c1nc3ccccc3[nH]1)CCCC2	-1.2	-5	-3	0	5	3.4	2	4	-6
Cc1ccc(NC(=O)CSc2ccc(C(N)=O)cc2[N+](=O)[O-])cc1C	-1.4	22	0	2	0	0.1	5	-1	10
CSc1nc(-c2ccc(C)cc2)nc(C(Cl)Cl)n1	-3.5	-12	-4	-5	-1	-2.6	6	-1	1
CCCCCC(=O)NC(CC(=O)OC)c1ccc2c(c1)OCO2 (stereo unspecified)	-2.7	6	-5	-2	-4	1.9	-1	-8	-7
CC(=O)Oc1ccc2c(c1)Oc1cc(OC(C)=O)ccc1C21OC(=O)c2ccccc21	143*	-10	-6	42*	2	140*	-4	-18	-35
COc1cc(OC)cc(-c2nc3ccccc3c(=O)n2OC(=O)c2ccccc2C)c1	-0.4	2	-7	0	9	-0.8	-6	1	-2
CC(C)[C@H](NC(N)=O)C(=O)Nc1ccc(Oc2ccccc2)cc1	2.0	-2	1	6	0	-1.3	-2	3	-5
O=S1(=O)CCOCCN1Cc1ccccc1	-0.7	9	-13	0	-6	1.3	-4	2	-2
CS(=O)(=O)c1sc(C#N)c2c1C(=O)CC(c1ccccc1)C2 (stereo unspecified)	-2.7	40	-5	0	-41	-3.8	-3	5	-1
c1ccc(CCOn2ccnc2)cc1	-2.4	8	11	-3	-5	-0.9	-2	-7	-4
